PAFAH2 inh = inhibitors of human PAFAH2. inhibition, % at 3.39 µM. recombinant PAFAH2, FP-rhodamine activity probe, fluorescence polarization. hit rate 0.99% among 340,000. Q99487;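 active = inhibition above the mean over all tested compounds plus 3 SD, cut at about 30% in these data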;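 note: inhibitors block probe labeling of enzyme so polarization drops; 0% = enzyme with DMSO and 100% = wells lacking PAFAH2 protein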
LYPLA1 counter = LYPLA1 (human) inhibition in PME1 counter-screen; O75608; hit rate 0.16% among 320,000; inhibition, % at 5.9 µM; AID 2174; recombinant LYPLA1, FP-Rh probe fluorescence polarization;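 active = inhibition above the mean of all tested compounds plus 3 SD, set per campaign, cut at about 14% in these data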;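 note: inhibitors block serine hydrolase probe labeling of LYPLA1 so polarization falls; 0% = enzyme with DMSO and 100% = wells lacking LYPLA1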
PAFAH1B2 inh = PAFAH1B2 (human) inhibition; recombinant PAFAH1B2, FP-rhodamine activity probe, fluorescence polarization; AID 492953; P68402; hit rate 1.2% among 340,000; inhibition, % at 3.39 µM;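 active = inhibition above the mean of all tested compounds plus 3 SD, cut at about 24% in these data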;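 note: 0% = enzyme with DMSO and 100% = wells lacking PAFAH1B2; many of its hits are not listed in these tables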
Target sequence (P68402 whole entry, looked up): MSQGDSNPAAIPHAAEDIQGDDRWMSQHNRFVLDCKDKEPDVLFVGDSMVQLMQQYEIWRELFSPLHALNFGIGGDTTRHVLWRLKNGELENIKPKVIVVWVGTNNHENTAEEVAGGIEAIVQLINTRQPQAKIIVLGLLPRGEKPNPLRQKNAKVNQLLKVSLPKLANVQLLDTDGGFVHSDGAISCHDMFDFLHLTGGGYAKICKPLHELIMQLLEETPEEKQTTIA
LYPLA2 counter = counter-screen for PME1 inhibitors: inhibitors of human LYPLA2; hit rate 0.38% among 320,000; inhibition, % at 5.9 µM; recombinant LYPLA2, FP-Rh probe fluorescence polarization;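 active = inhibition above the screen-wide mean plus 3 SD, limit set per campaign, cut at about 26% in these data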;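 note: 0% = LYPLA2 with DMSO and 100% = wells lacking LYPLA2 enzyme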
GSTO1 counter = counter-screen for RBBP9 inhibitors: inhibitors of human GSTO1; P78417; recombinant GSTO1, activity-based probe fluorescence polarization; inhibition, % at 5.96 µM; hit rate 1.1% among 300,000;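 active = inhibition above the campaign mean inhibition plus 3 SD, cut at about 35% in these data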;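 note: 0% = GSTO1-1 with DMSO and 100% = wells lacking GSTO1-1 enzyme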
Target sequence (P78417 whole entry, looked up): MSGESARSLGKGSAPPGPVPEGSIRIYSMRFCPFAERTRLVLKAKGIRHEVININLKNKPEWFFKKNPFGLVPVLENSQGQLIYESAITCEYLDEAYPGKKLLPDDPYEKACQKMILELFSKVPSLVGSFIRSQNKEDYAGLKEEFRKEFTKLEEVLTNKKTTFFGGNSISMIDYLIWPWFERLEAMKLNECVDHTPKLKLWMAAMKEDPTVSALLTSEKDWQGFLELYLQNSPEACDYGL
PAFAH1B3 FP inh = blocks human PAF acetylhydrolase 1B catalytic subunit 3 | recombinant PAFAH1B3, FP-rhodamine probe, fluorescence polarization | inhibition, % at 3.39 µM | hit rate 0.28% among 340,000 | AID 492972;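 active = inhibition above the screen-wide average of all tested compounds plus 3 SD, cut at about 25% in these data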;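 note: 0% = enzyme with DMSO only and 100% = wells lacking PAFAH1B3 protein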
PAD4 FP inh = PAD4 (human) enzyme inhibition; inhibition, % at 6.36 µM; recombinant PAD4, RCA probe fluorescence polarization; hit rate 0.41% among 330,000; Q9UM07;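 active = percent inhibition above a cutoff equal to the mean of all tested compounds plus 3 SD, cut at about 15% in these data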;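 note: 0% = PAD4 with RCA probe and DMSO and 100% = probe without PAD4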
PREPL inh = inhibitors of human prolyl oligopeptidase-like enzyme PREPL; Q4J6C6; recombinant PREPL, fluorescence polarization activity-based probe; inhibition, % at 5.96 µM; hit rate 0.68% among 320,000; AID 2751; in the data active = inhibition above about 43%;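 note: 0% = enzyme with DMSO and 100% = wells lacking enzyme; many of its hits are not listed in these tables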
pPAFAH FP inh = pPAFAH (human) enzyme inhibition. Q13093. hit rate 1.5% among 330,000. AID 463082. recombinant pPAFAH, FP-rhodamine probe fluorescence polarization. inhibition, % at 3.39 µM;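 active = inhibition above the mean inhibition across the screen plus 3 SD, cut at about 25% in these data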;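 note: inhibitors block binding of the rhodamine activity-based probe so polarization drops; 0% = enzyme with DMSO and 100% = wells lacking pPAFAH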
Target sequence (Q13093 whole entry, looked up): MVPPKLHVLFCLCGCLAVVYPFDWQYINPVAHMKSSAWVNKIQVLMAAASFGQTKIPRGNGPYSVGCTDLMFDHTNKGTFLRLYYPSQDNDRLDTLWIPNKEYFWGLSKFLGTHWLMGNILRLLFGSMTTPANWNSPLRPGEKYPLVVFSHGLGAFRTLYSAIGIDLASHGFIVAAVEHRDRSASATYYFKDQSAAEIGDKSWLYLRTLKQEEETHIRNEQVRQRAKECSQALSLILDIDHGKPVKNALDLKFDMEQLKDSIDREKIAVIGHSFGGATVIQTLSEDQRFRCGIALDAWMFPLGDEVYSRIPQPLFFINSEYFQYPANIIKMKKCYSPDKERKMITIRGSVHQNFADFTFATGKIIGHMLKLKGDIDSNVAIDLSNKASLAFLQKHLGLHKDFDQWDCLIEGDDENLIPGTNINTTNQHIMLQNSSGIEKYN
* marks the source's active call; other numbers are inactive results; x = no result given. This is a subset; count on the stated rates, not on these rows.

SMILES	PAFAH2 inh	LYPLA1 counter	PAFAH1B2 inh	LYPLA2 counter	GSTO1 counter	PAFAH1B3 FP inh	PAD4 FP inh	PREPL inh	pPAFAH FP inh
O=C(Nc1cccc(F)c1)N1CCC(n2c(=O)[nH]c3ccccc32)CC1	-9	-4	3	-6	-7	11	1	7	1
O=c1c2ccccc2nc2n1CCN2	4	-3	5	-3	-1	5	-6	9	0
CCc1cc(C(=O)c2ccc(OC)cc2)c(N)s1	x	-2	x	-5	-4	x	2	1	7
COc1ccc2c(CC(=O)Nc3cccc(S(=O)(=O)N4CCOCC4)c3)coc2c1	0	-10	-2	-10	1	-8	2	17	7
COc1cc(/C=C2/SC(=S)N(CC(=O)O)C2=O)ccc1OC(=O)c1cccs1	-24	-16	-23	-31	-90	-44	-16	59*	-20
Cc1ccc(NC(=O)CCNS(=O)(=O)c2cc(Br)cnc2N)cc1Cl	1	-4	6	-10	-5	-1	0	-11	-3
O=C1N[C@H](Cc2ccccc2)CO1	3	5	5	2	4	10	5	1	4
COc1ccc(S(=O)(=O)N2CCOCC2)cc1Br	5	0	2	7	0	5	-1	-4	5
O=C(CCS(=O)(=O)Cc1ccccc1)N1CCN(c2ccc([N+](=O)[O-])cc2)CC1	6	2	5	14	7	3	-1	5	20
COc1ccc(-n2c(SCC(=O)Nc3ccc(C(=O)O)cc3)nnc2-c2cccs2)cc1	-7	-2	1	3	2	-4	-3	7	-1
C=CCNc1nc(-c2cccc(OC)c2O)nc2ccccc12	-3	3	0	11	0	7	2	13	4
O=C(CN1C(=O)CSc2ccccc21)NC1CCCC1	-4	2	1	-10	-3	3	-2	0	0
COc1cccc(N2CCN(c3ccc4nnc(CCC(=O)N5CCC(C)CC5)n4n3)CC2)c1	2	2	1	1	2	8	1	42	10
O=C(NC(=S)Nc1cccc(Cl)c1N1CCCC1)c1ccc(-c2cccc([N+](=O)[O-])c2)o1	2	1	3	2	2	-10	-1	17	1
COCCNC(=O)c1ccccc1NC(=O)CCSc1ccccc1	-4	1	7	4	13	3	-1	-9	4

The last four entries of the part before are carried over, then new ones follow:
SMILES	PAFAH2 inh	LYPLA1 counter	PAFAH1B2 inh	LYPLA2 counter	GSTO1 counter	PAFAH1B3 FP inh	PAD4 FP inh	PREPL inh	pPAFAH FP inh
O=C(CN1C(=O)CSc2ccccc21)NC1CCCC1	-4	2	1	-10	-3	3	-2	0	0
COc1cccc(N2CCN(c3ccc4nnc(CCC(=O)N5CCC(C)CC5)n4n3)CC2)c1	2	2	1	1	2	8	1	42	10
O=C(NC(=S)Nc1cccc(Cl)c1N1CCCC1)c1ccc(-c2cccc([N+](=O)[O-])c2)o1	2	1	3	2	2	-10	-1	17	1
COCCNC(=O)c1ccccc1NC(=O)CCSc1ccccc1	-4	1	7	4	13	3	-1	-9	4
S=c1nc(-c2ccccc2)n(Cc2cccnc2)c2c1CCCC2	x	3	x	7	7	x	5	8	-4
S=c1[nH]nc(C2CCCCC2)n1/N=C/c1ccncc1	-1	5	-1	7	9	1	-2	6	-3
COc1ccc(C(C)(C)NC(=O)C2CCC(=O)N(C3CCCC3)C2)cc1OC (centres undefined)	-3	0	1	3	-2	11	-8	11	5
CN(C)CCNc1c(N)c(=O)oc2ccccc12	-1	0	1	4	13	6	-2	5	2
O=C(Nc1ccccc1F)c1cnccn1	-1	2	7	1	-4	7	-2	16	-2
Cc1c(C)c2ccc(O)c(CN3CCCC3)c2oc1=O	-1	-1	2	2	-1	1	1	9	1
COc1cc(/C=N\NC(=O)c2ccc(C)nc2)ccc1OC(=O)c1ccc2c(c1)OCO2	-128	-82	-86	-130	-44	-158	-7	14	-11
CN(CC(=O)N1CCCCCC1)S(=O)(=O)c1cccc2cccnc12	11	-2	5	2	1	7	-1	2	0
COc1cc2c(cc1NC(=O)C(C)OC(=O)C1CC(=O)N(Cc3ccco3)C1)oc1ccccc12 (centres undefined)	4	-4	4	-5	-3	9	-2	-2	9
C=C(C)CC1Nc2ccccc2NC1CC(=C)C (centres undefined)	-4	0	3	-6	2	0	-3	6	7
Cc1ccc(C2=C/C(=C/c3cccs3)C(=O)O2)cc1	6	5	-1	3	3	-4	-1	2	4
O=C(N/N=C/c1ccncc1)C1C2CCCCCCC21 (centres undefined)	3	-2	9	12	0	14	-3	12	1
Cc1[nH]c(=O)c(C#N)c(C)c1Cc1ccc(Cl)cc1Cl	6	-1	3	1	-2	13	-7	-1	-2
COc1ccc(C(=O)NNC(=O)Cc2ccc([N+](=O)[O-])cc2)cc1	1	-2	4	1	6	3	2	4	1
CC(C)Cc1cc(CN2CCCC(CO)(Cc3cccc(Cl)c3)C2)[nH]n1 (centres undefined)	3	3	6	6	-3	5	-9	6	1

Complete entries as entered above. Values in the order: PAFAH2 inh, LYPLA1 counter, PAFAH1B2 inh, LYPLA2 counter, GSTO1 counter, PAFAH1B3 FP inh, PAD4 FP inh, PREPL inh, pPAFAH FP inh
Results for C=C(C)CC1Nc2ccccc2NC1CC(=C)C (centres undefined) = -4, 0, 3, -6, 2, 0, -3, 6, 7
Results for O=C(Nc1ccccc1F)c1cnccn1 = -1, 2, 7, 1, -4, 7, -2, 16, -2

Next records
SMILES	PAFAH2 inh	LYPLA1 counter	PAFAH1B2 inh	LYPLA2 counter	GSTO1 counter	PAFAH1B3 FP inh	PAD4 FP inh	PREPL inh	pPAFAH FP inh
CCN(CC)S(=O)(=O)c1cccc(NC(=O)COC(=O)CCC(=O)c2ccc(F)cc2)c1	7	0	2	-6	1	-5	-5	-3	16
CCNC(=O)CN(C1CCCCC1)S(=O)(=O)c1ccc(F)cc1	2	-4	9	-4	-5	6	2	7	5
Cc1ccc(S(=O)(=O)N2CCN(C(C)CC(=O)O)CC2)cc1 (centres undefined)	3	5	10	2	8	9	-7	4	2
COCC(=O)Nc1ccc([N+](=O)[O-])cc1C	2	4	7	-1	5	6	7	12	5
CN(C)S(=O)(=O)c1ccc(C(=O)Nc2nnc(SCc3cccc(F)c3)s2)cc1	2	-1	-1	6	-6	1	3	16	-6
O=C(Nc1nncs1)c1cc(S(=O)(=O)N2CCCCC2)ccc1Cl	1	1	4	-2	3	-3	2	-2	2
CCCc1nc(N2CCN(S(=O)(=O)c3ccc(Cl)cc3)CC2)c2c(C)c(C)sc2n1	4	-2	1	3	1	7	-2	-4	3
COc1ccc(-c2ccc(CCC(=O)O)n2CC(C)C)cc1	-3	-4	-3	1	-1	12	-7	17	11
Cn1nnnc1SCC(=O)NCc1ccc2c(c1)OCO2	0	4	2	-8	0	6	-1	9	3
Cc1cc(C)nc(SCC(=O)N2CCCCC2)n1	-1	-2	5	9	3	4	-2	-3	5
CC1Sc2ccc(C(=O)NCc3cccc(C(F)(F)F)c3)cc2NC1=O (centres undefined)	3	1	-5	6	x	0	-2	13	-2
CC(=O)c1cc(CN2CCN(C(C)C)C(CCO)C2)cs1 (centres undefined)	-6	-3	1	4	0	-6	2	-4	-1
COc1c(F)c(F)c(C(=O)Nc2c(C)cc(Br)cc2C)c(F)c1F	-7	-5	2	-4	12	5	0	-10	1
N#C/C(=C\c1cccc(Cl)c1)c1n[nH]c(Cn2cncn2)n1	4	0	-3	1	1	2	-4	0	6
CN1/C(=N\O)c2cccc3cccc1c23	6	4	6	1	13	1	-16	11	7
COCCNC(=O)Cn1nc(-c2ccccc2C)ccc1=O	4	1	1	-3	2	3	6	8	-1
COC(=O)c1scc2c(Oc3ccccc3)cc(C(F)(F)F)nc12	x	-2	x	-3	4	x	5	8	1
COc1cccc(N2[C@@H](CC(C)=O)c3ccc(/C=C/C(C)=O)cc3S2(=O)=O)c1	14	-4	7	0	-3	3	-3	23	-1
OCC1(Cc2ccccc2)CCCN(Cc2c[nH]c3ccccc23)C1 (centres undefined)	-4	3	2	3	6	9	-5	-1	1
COc1ccc(C2N(c3cc(Cl)ccc3OC)C(=O)C3CCCN32)c(OC)c1 (centres undefined)	2	0	-4	-5	7	3	0	-3	-10
Cc1cc(C)c(-c2cc(C(=O)Nc3c(C)n(C)n(-c4ccccc4)c3=O)[nH]n2)c(O)c1	-2	8	3	9	4	4	-4	10	1
C/C(=N/NC(=O)c1ccc(C)s1)c1cccc(NC(=O)COc2ccc(Cl)cc2Cl)c1	-16	0	3	1	1	2	4	-3	-2
CCCCNC(=O)CCSc1nc2nc(C)cc(C)n2n1	0	1	6	0	1	-1	1	10	1
CCc1ccccc1N/C(=N\S(=O)(=O)c1ccccc1)C(F)(F)F	10	2	-2	3	1	6	0	7	2
CN(C)S(=O)(=O)c1ccc(Cl)c(C(=O)NCC2CCCCC2)c1	-5	-1	5	-2	-5	4	-2	0	17
CC(NC(=O)C(=O)NN=C1CCCC1)c1ccccc1 (centres undefined)	0	-1	3	-2	2	4	-2	-5	1
Cc1ccc(S(=O)(=O)NCC(=O)OCC(=O)N(CCC#N)c2ccccc2)cc1	-2	x	8	x	x	16	-2	47*	7
CCn1ccnc1CN(C)Cc1cn(-c2cc(C)ccc2C)nc1-c1ccccc1	-3	0	5	5	1	5	5	8	2
O=C(Nc1ccccc1)C1CCN(C(=O)c2ccc(Br)cc2)CC1	-1	-3	2	7	3	10	4	2	4
Nc1nc(N(Cc2ccccc2)Cc2ccccc2)nc(C(F)(F)F)n1	3	0	2	2	x	3	4	7	5
CCOc1ccc(NC(=O)NCCN2CCN(c3ccccc3F)CC2)cc1	2	-2	6	3	-7	15	-2	2	7
CC1(C)NC(=O)N(CC(=O)OCC(=O)c2ccc(Cl)s2)C1=O	4	x	2	x	x	3	-4	1	3
O=C(CSc1cccc[n+]1[O-])c1ccc(Cl)s1	1	0	0	4	-7	4	1	-5	3
CCCC(=O)N1CCN(c2ccc(NC(=O)C(C)(C)C)cc2)CC1	-2	3	1	2	1	5	0	2	1
CCOc1ccc2ncc(S(=O)(=O)c3ccccc3)c(N3CCN(c4ccccc4)CC3)c2c1	8	0	2	2	-8	-1	3	1	-1
CCCOc1cccc(C(=O)NCCNC(=O)c2ccccn2)c1	4	4	6	-2	4	6	2	-5	-4
C=C1CCC[C@]2(C)C[C@H]3OC(=O)C(CNC(CC)CO)[C@H]3CC12 (some centres undefined)	26	-3	19	-6	-8	12	-8	8	-2
NS(=O)(=O)c1cccc(NC(=O)COC(=O)CC2CC3CCC2C3)c1 (centres undefined)	35*	-2	21	-1	1	5	-4	-3	2
Cc1cc(C(=O)NNc2ccc(F)cc2)no1	5	2	-1	6	11	13	-2	17	3
Cc1ccc(OC(=O)c2cccnc2)cc1	0	4	-2	8	3	-2	-4	10	-1
COc1ccccc1-n1cc(C(=O)NCC(=O)NCc2ccc(F)cc2)c2ccccc2c1=O	0	0	1	4	-1	-2	3	0	2
CCOC(=O)c1cnc2c(C(F)(F)F)cccc2c1N1CCN(C)CC1	3	3	1	1	-4	0	-3	23	10
O=C(c1noc2c1CCCC2)N1CCOCC1	-8	5	-1	8	1	-3	-1	3	-1
CCC(C)C(NC(=O)CCC(=O)OCC(=O)[C@@]1(O)CCC2[C@@H]3CCC4=CC(=O)C=C[C@]4(C)C3[C@@H](O)C[C@@]21C)C(=O)O (some centres undefined)	5	0	5	7	5	4	-2	0	2
CCN(C(=S)NC(=O)c1ccccc1Br)C1CCCCC1	-9	-5	21	1	6	13	0	8	-1
O=C(COC(=O)/C=C/c1ccc(C(F)(F)F)cc1)NCc1ccco1	3	-1	-1	-1	8	8	2	18	6
COc1ccc(OC)c(NC(=O)C2CCCCC2C(=O)O)c1 (centres undefined)	9	1	4	3	11	5	-3	17	-2
COC(=O)CC(NC(=S)NC(=O)c1ccccc1)c1ccc(Br)cc1 (centres undefined)	2	0	3	0	1	3	0	-48	1

Screening data deposited in PubChem by The Scripps Research Institute Molecular Screening Center.
